Compound activity (PubChem BioAssay)
TEAD-YAP inh: TEAD-YAP interaction inhibition; HEK-TIYL cells, TEAD-Gal4/YAP UAS-luciferase luminescence; inhibition, % at 9.12 µM; 640,000 tested, 1.4% active; in the data active = inhibition above about 32%;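 note: 0% = median of test compound wells and 100% = reference inhibitor wells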
GPR151 ag: activators of human GPR151. Q8TDV0. PathHunter beta-arrestin GPR151 cells, luminescence. activation, % at 11.2 µM. 650,000 tested, 1% active. AID 1508602; in the data active = activation above about 4.9%;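 note: 0% = median of compound wells and 100% = cells with positive control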
Target sequence (Q8TDV0 whole entry, looked up): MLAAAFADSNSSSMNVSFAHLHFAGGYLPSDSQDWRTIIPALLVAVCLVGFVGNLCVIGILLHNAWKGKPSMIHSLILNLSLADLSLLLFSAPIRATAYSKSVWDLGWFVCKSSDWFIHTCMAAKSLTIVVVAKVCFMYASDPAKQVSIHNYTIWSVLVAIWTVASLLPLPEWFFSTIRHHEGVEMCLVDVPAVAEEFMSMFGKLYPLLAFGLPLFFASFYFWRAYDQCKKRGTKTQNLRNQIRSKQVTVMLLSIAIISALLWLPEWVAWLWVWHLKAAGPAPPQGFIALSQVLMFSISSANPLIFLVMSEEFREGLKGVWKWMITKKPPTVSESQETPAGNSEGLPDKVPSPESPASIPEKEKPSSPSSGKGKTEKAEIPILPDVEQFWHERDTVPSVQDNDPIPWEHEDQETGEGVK
FBW7 act: activators of human E3 ligase FBW7 | AID 1259310 | AlphaScreen FBW7–phospho-cyclin E peptide binding, activator screen | 650,000 tested, 0.13% active | normalized activity (activation), % at 26.1 µM; in the data active = normalized activity above about 1.9%;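 note: purified mutant Fbw7 with reduced substrate affinity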
Target sequence (Q969H0 whole entry, looked up): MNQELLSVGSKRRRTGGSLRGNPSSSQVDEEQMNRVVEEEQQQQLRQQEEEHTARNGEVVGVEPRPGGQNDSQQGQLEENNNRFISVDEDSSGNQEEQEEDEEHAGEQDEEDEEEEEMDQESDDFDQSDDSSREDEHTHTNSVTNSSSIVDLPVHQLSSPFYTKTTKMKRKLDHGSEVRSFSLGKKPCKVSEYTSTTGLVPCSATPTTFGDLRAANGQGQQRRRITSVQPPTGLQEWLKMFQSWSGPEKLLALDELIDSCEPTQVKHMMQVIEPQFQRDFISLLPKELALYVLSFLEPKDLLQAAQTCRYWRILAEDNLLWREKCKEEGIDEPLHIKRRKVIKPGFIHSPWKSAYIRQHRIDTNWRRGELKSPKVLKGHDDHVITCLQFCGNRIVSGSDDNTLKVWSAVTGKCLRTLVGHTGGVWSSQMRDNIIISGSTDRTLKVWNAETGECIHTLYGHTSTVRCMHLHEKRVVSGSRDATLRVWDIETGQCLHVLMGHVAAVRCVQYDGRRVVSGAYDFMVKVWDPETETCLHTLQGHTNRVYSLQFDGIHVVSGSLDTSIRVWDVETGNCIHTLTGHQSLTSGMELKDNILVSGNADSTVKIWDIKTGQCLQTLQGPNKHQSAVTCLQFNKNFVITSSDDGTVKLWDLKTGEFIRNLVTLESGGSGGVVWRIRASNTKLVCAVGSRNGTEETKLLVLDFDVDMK
MITF inh: human MITF inhibition, primary screen | inhibition, % at 2.6 µM | O75030 | AlphaScreen MITF homodimerization, bead proximity signal | 650,000 tested, 0.91% active; in the data active = inhibition above about 50%;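 note: 0% = vehicle wells with protein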
Starred values were filed as active, the others as inactive; nt = no result given; & = joins results of further samples; ! = not confirmed by another sample. These rows are one share of the data; the hit share may differ from the screen's.

item	smiles	TEAD-YAP inh	GPR151 ag	FBW7 act	MITF inh
1	C=CCN1C(=O)CN=C(c2ccccc2)c2cc(CC)sc21	-13	0.1	0.1	13
2	Cc1cc([N+](=O)[O-])ccc1N1CCNCC1	-9	-0.9	0.1	-9
3	CC(C)C[C@H]1NC(=O)[C@H]2CNCCN2C1=O	-1	0.0	-0.1	3
4	CN1CCN(Cc2cccc3ccccc23)CC1	12	-0.4	-0.2	39
5	Nc1ccc(Br)cc1C(=O)c1ccccc1Cl	1	4.6	0.0	7
6	O=C(Nc1cccc(C(F)(F)F)c1)c1cc(Cl)ccc1O	78*	-0.9	0.4	4
7	O=C(CN1C2CCC1CC(O)(c1ccccn1)C2)N1c2ccccc2Sc2ccccc21 (centres undefined)	15	-0.8	0.8	45
8	CC12CCC3C(CC=C4CC5(CCC43C)OCCO5)C1CCC2=O (centres undefined)	5	0.3	0.1	1
9	Cc1cccc(N2CCNCC2)c1C	6	0.1	0.1	9
10	Clc1ccc(CNc2ccc(Br)cn2)cn1	-7	2.8	0.9	17
11	COc1ccccc1/C=C/CN1CC2CC(C1)c1cccc(=O)n1C2 (centres undefined)	7	0.2	-0.2	-8
12	CCN(CC)c1ccc(CNC(C)C(O)c2ccccc2)cc1 (centres undefined)	53*	-1.2	-0.1	3

5 entries drawn at random from the list so far:
item	smiles	TEAD-YAP inh	GPR151 ag	FBW7 act	MITF inh
3	CC(C)C[C@H]1NC(=O)[C@H]2CNCCN2C1=O	-1	0.0	-0.1	3
8	CC12CCC3C(CC=C4CC5(CCC43C)OCCO5)C1CCC2=O (centres undefined)	5	0.3	0.1	1
7	O=C(CN1C2CCC1CC(O)(c1ccccn1)C2)N1c2ccccc2Sc2ccccc21 (centres undefined)	15	-0.8	0.8	45
1	C=CCN1C(=O)CN=C(c2ccccc2)c2cc(CC)sc21	-13	0.1	0.1	13
10	Clc1ccc(CNc2ccc(Br)cn2)cn1	-7	2.8	0.9	17

Entries shown so far with nitrogen in an aromatic ring:
item	smiles	TEAD-YAP inh	GPR151 ag	FBW7 act	MITF inh
7	O=C(CN1C2CCC1CC(O)(c1ccccn1)C2)N1c2ccccc2Sc2ccccc21 (centres undefined)	15	-0.8	0.8	45
10	Clc1ccc(CNc2ccc(Br)cn2)cn1	-7	2.8	0.9	17
11	COc1ccccc1/C=C/CN1CC2CC(C1)c1cccc(=O)n1C2 (centres undefined)	7	0.2	-0.2	-8

Next entries follow:
item	smiles	TEAD-YAP inh	GPR151 ag	FBW7 act	MITF inh
13	CCCN1CCC(N(C(=O)Nc2ccccc2)c2ccc3c(c2)CCN3C(C)=O)CC1	-30	-1.7	-0.2	-3
14	O=C(c1ccc(N2CC3CC(C2)c2cccc(=O)n2C3)c([N+](=O)[O-])c1)N1CCCCC1 (centres undefined)	5	-0.1	0.3	0
15	N#Cc1ccc(NC(=O)COC(=O)Cc2c[nH]c3ccccc23)cc1Cl	13	0.6	0.0	10
16	N#CCCn1cc(C(N)=O)c(-c2cccc(Cl)c2)n1	4	0.3	-0.2	-10
17	O=C(c1ccccc1)c1cc(Cl)ccc1N1C(=O)c2ccccc2C1=O	-3	0.0	0.1	7
18	NC(=O)C1CCN(/C=C2\C(=O)NC(=O)N(Cc3ccco3)C2=O)CC1	12	-0.6	0.0	58*
19	O=C1Nc2ccc(Br)cc2/C1=C\c1nc2ccccc2c(=O)n1-c1ccc(Br)cc1	8	2.2	-0.1	4
20	CN1CN/C(=N\[N+](=O)[O-])N(Cc2ccco2)C1	7	0.9	-0.1	-10
21	CC(C)OC1N/C(=N\[N+](=O)[O-])N(C)C1OC(C)C (centres undefined)	7	1.4	-0.5	-8
22	O=C(COc1ccc(Br)cc1)N1CCN(Cc2c[nH]c3ccccc23)CC1	24	0.4	0.1	13
23	CCC1(CC)C(=O)NC(=S)NC1=O	2	1.3	-0.3	-1
24	CCOc1ccc(C2N(c3ccccn3)C(=O)C3CCCN32)cc1 (centres undefined)	-6	0.2	-0.3	-7
25	N#Cc1c(NC(NC(=O)CF)C(Cl)(Cl)Cl)sc2c1CCCC2 (centres undefined)	17	-0.2	-0.1	7
26	CN1CCN(Cc2cccc(C(F)(F)F)c2)CC1CCO (centres undefined)	-4	-0.6	0.4	10
27	CC1CCCCN1S(=O)(=O)c1ccc(CCN)cc1 (centres undefined)	-7	0.0	0.0	7
28	c1ccc(C2CC2)c(OCC2=NCCN2)c1	-2	-0.5&2.0	-0.1&0.7	-10&5
29	S=P1(OCC2CCCO2)C2=C(N3CCCC3)CCCC2=NN1c1ccccc1 (centres undefined)	-10	-1.0	-0.1	12
30	CC(C)OP(=O)(O)NC(=O)c1ccccc1	0	-0.3	0.5	11
31	CC(Cc1ccccc1)[n+]1cc(/N=C(\[O-])Nc2cccc(C(F)(F)F)c2)on1 (centres undefined)	-2	-0.5	-0.3	4
32	CN1CCN(Cc2coc3ccccc3c2=O)CC1	55*	3.1	0.1	51*
33	C1CCC(NCC2OCCCCO2)CC1	0	1.9	0.1	10
34	CN(C)C(=O)On1c(-c2cccc(Cl)c2)nc2ccc([N+](=O)[O-])cc21	-11	1.1	-0.1	5
35	COc1ccc2c(c1)[nH]c1c(C)nccc12	85*!	-0.1&-0.3&-1.1&3.2&2.6	-0.1&0.0&0.0&-0.1	-9&-13&-3&-49&-5
36	Cc1cccc(N2CCN(CC(=O)Nc3ccc(Cl)cc3C(=O)c3ccccc3Br)CC2)c1	-7	-0.6	-0.3	2

Exported field by field: entries from further up.
(32) CN1CCN(Cc2coc3ccccc3c2=O)CC1
  TEAD-YAP inh = 55*; GPR151 ag = 3.1; FBW7 act = 0.1; MITF inh = 51*
(26) CN1CCN(Cc2cccc(C(F)(F)F)c2)CC1CCO (centres undefined)
  TEAD-YAP inh = -4; GPR151 ag = -0.6; FBW7 act = 0.4; MITF inh = 10

New compounds follow
item	smiles	TEAD-YAP inh	GPR151 ag	FBW7 act	MITF inh
37	Cc1ccc(CC(=O)N2CCN(C)CC2)cc1	-9	-1.1	-0.1	10
38	COC(=O)CN1C(=O)C2(C(C(=O)OC)=C(N)OC3=C2C(=O)CCC3)c2ccccc21 (centres undefined)	5	0.9	0.0	21
39	COc1ccc(CNCCc2c[nH]c3ccccc23)c(OC)c1	-4	2.0	0.5	20
40	COc1ccc(/C=C/c2nc3ccccc3c(=O)n2-c2ccc(C)cc2Br)cc1	-3	2.4	-0.2	12
41	CN1CCN(c2nccc3c2ncn3C)CC1	0	2.2	0.1	8
42	COc1ccc(C(=O)C2CCCN(Cc3cccc(O)c3)C2)c(OC)c1 (centres undefined)	2	0.0	0.7	4
43	CC(=O)OC1N=C(c2ccccc2)c2cc(C)ccc2NC1=O (centres undefined)	15	-2.6	0.2	3
44	CC[n+]1c(/C=C/N(C)c2ccccc2)sc2ccc(OC)cc21	79*	-0.5	0.2	10
45	COc1ccc2[nH]c(C)c(CCNCc3c(C)nn(C)c3Cl)c2c1	2	0.6	-0.2	20
46	Nc1c([N+](=O)[O-])cc(Cl)cc1[N+](=O)[O-]	-2	1.0	-0.2	9
47	COc1cccc(-n2c(=S)[nH]c3ccc(Br)cc3c2=O)c1	10	-0.9	-0.1	7
48	COc1cc(CN2CCN(c3ccccc3F)CC2)ccc1O	-2	-0.6	-0.1	22
49	C[C@H](NC[C@H](O)CP(=O)(O)CC1CCCCC1)c1ccc(Cl)c(Cl)c1	nt	-0.2	0.0	4
50	CN1CCN(Cc2nc3ccc([N+](=O)[O-])cc3c(=O)n2-c2ccccc2F)CC1	-2	0.7	0.6	1
51	Cc1nc2c(o1)NC(N)=C(C#N)C21CCN(C)CC1	8	0.3	0.1	15
52	Cc1ccc(N2C(=O)c3cc(N(C)C)ccc3P2(C)=S)cc1 (centres undefined)	-45	0.2	-0.1	12
53	O=C(c1cc(-c2ccncc2)nc2ccccc12)N1CCC2(CC1)OCCO2	4	1.2	-0.2	-3
54	Cc1cc(I)ccc1-n1c(/C=C\c2ccc(F)cc2)nc2ccccc2c1=O	0	-1.3	0.2	1
55	O=[N+]([O-])/C=C1\NCCN1Cc1ccc(Cl)nc1	8	0.4	0.0	-5
56	CN1C(=O)NC(=O)C(CCc2ccncc2)(CCc2ccncc2)C1=O	5	0.6	0.1	11
57	c1ccc2c(CN3CCC(N4CCOCC4)CC3)c[nH]c2c1	5	-2.0	0.2	45
58	COc1cccc(C2N(c3ccccn3)C(=O)C3CCCN32)c1 (centres undefined)	-8	4.1	-0.1	2
59	Cc1cc(C)n(CCNC(=O)c2ccc(CN3CC=C(c4ccccc4)CC3)[nH]c2=O)n1	-5	0.4	0.0	1
60	CC(C)CN1CCN(Cc2cc(F)ccc2F)CC1CCO (centres undefined)	-6	0.6	0.1	5

Limited to GPR151 ag and MITF inh, for some of the entries so far:
nr | molecule | GPR151 ag | MITF inh
53 | O=C(c1cc(-c2ccncc2)nc2ccccc12)N1CCC2(CC1)OCCO2 | 1.2 | -3
54 | Cc1cc(I)ccc1-n1c(/C=C\c2ccc(F)cc2)nc2ccccc2c1=O | -1.3 | 1
55 | O=[N+]([O-])/C=C1\NCCN1Cc1ccc(Cl)nc1 | 0.4 | -5

Continuation:
item	smiles	TEAD-YAP inh	GPR151 ag	FBW7 act	MITF inh
61	CCOc1ccccc1CN1CCN(C)CC1	1	1.0	-0.3	30
62	N=C1c2ccccc2CN1c1cccc([N+](=O)[O-])c1	-11	0.0	0.1	7
63	Cc1cc(C(=O)CN2CCCC2)c(C)n1-c1ccc(F)cc1	8	0.4	0.0	-2
64	Cc1ccc(N2C(=O)c3cccc(F)c3C2=O)c(C(=O)c2ccc(Br)cc2)c1	4	0.6	-0.3	2
65	CC(=O)c1ccc(-n2c(=S)[nH]c3ccccc3c2=O)cc1	-5	0.8	-0.1	-2
66	CC(C)(C)CN1CCN(Cc2ccc(F)cc2Cl)CC1CCO (centres undefined)	-4	0.7	-0.1	0
67	O=c1[nH]c2ccccc2c(=O)n1-c1ccc(Cl)c(Cl)c1	2	0.8	-0.1	14
68	CCOc1cc(C=C(C#N)C#N)cc(I)c1O	-6	-0.4	0.3	30
69	C#CCn1c(=O)c(CNC2CN3CCC2CC3)cc2ccc(Cl)cc21 (centres undefined)	5	-0.1	0.0	-2
70	CC(C)(C)P(=O)(c1ccncc1)N1CCCC1 (centres undefined)	0	0.3	0.0	-5
71	O=C1CN=C(c2ccccc2)c2ccccc2N1Cc1ccc([N+](=O)[O-])cc1	-7	1.5	-0.1	-1
72	O=[N+]([O-])c1ccccc1CN1CCN(Cc2ccccc2F)CC1	-8	-0.1	0.1	67*
73	O=C(CN1CC(c2ccccc2)CC1=O)NCc1ccc(F)cc1 (centres undefined)	2	-0.4	-0.1	4
74	CC1(C)CN=C(NCc2ccccn2)S1	-2	0.9	-0.1	-10
75	CC(C)n1ccc(C(=O)Nc2cc3ccccc3oc2=O)n1	63*	-5.2	0.3	-4
76	CCCCCCC[n+]1ccc(-c2cc[n+](CCCCCCC)cc2)cc1	17	-0.5&0.0	-0.1&0.6	-2&12
77	Cc1cc(C(=O)C(C)(C)NO)ccc1Cl	-2	0.2	0.3	2
78	COc1ccc(-n2nc(C(=O)NCC(=O)N3CCC4(CC3)OCCO4)c3ccccc3c2=O)c(OC)c1	-27	-1.4	0.2	13
79	N#CC1=C2SCC(O)(c3ccco3)N2C(=O)CC1c1ccccc1F (centres undefined)	41*	1.7	0.7	9
80	O=c1cccc2n1CC1CC2CN(Cc2cc3c(cc2[N+](=O)[O-])OCO3)C1 (centres undefined)	-6	-0.1	-0.4	-23
81	CCCC[N+]1(C)[C@@H]2CC(OC(=O)[C@H](CO)c3ccccc3)C[C@H]1[C@@H]1O[C@@H]12 (some centres undefined)	10	-0.6&-0.1	-0.1&0.3	3&16
82	CCCCOc1cc(N(CC)CC)ccc1C=C1C(=O)NC(=O)NC1=O	-2	-0.2	0.0	4
83	OC1CC2CCC(C1)N2CCc1ccccc1 (centres undefined)	2	1.2	-0.1	11
84	N#Cc1c(/N=C/C2C(=O)NC(=S)NC2=O)sc2c1CCCC2	-13	-0.8	-0.4	10
85	CCOC(=O)C1(c2ccccc2)CCN(CCC(=O)Nc2cccc(Br)c2)CC1	-3	0.6	-0.1	16
86	CN(C)CCOC(=O)Cc1ccccc1	-2	0.4	-0.1	14
87	Cc1ccc(C(O)(C(=O)NNc2cc(Cl)ccc2Cl)c2ccc(C)cc2)cc1	7	-0.5	0.3	8
88	Cc1ccc(NC2=NCCS2)cc1F	-2	2.8	-0.1	-2
89	Nc1ccc2c(c1)oc1ccccc12	-50	-2.5	-0.1	-2
90	O=C(CSC1c2ccccc2Oc2ccccc21)Nc1cccc(C(=O)O)c1	1	1.4	0.1	12
91	CC(=O)Nc1ccccc1C(=O)OCc1ccc(C(=O)c2ccccc2)cc1	-1	0.3	0.0	4
92	O=C(O)C1C2CCC(O2)C1C(=O)NCCc1ccccc1 (centres undefined)	-5	0.2	0.0	0
93	O=C1NC(=O)N(c2ccc(Cl)cc2)C(=O)/C1=C\c1ccc(O)c(O)c1	-5	2.3	0.4	-29
94	c1cncc(C2CCCN2)c1 (centres undefined)	4	0.9	0.4	11
95	O=c1[nH]c(=O)n(Cc2ccccc2)c(O)c1/C=C1\C=Nc2ccccc21	4	-0.5	0.0	14
96	CCOP(=O)(OCC)C(O)c1ccc(N(C)C)cc1 (centres undefined)	-4	2.5	0.0	9
97	C=CCN=C(N)SCc1ccccc1OC(=O)N(C)C	6	1.0	0.1	-3
98	COc1ccc(-n2c(-c3ccccc3Cl)nc3ccccc3c2=O)cc1	3	1.1	-0.1	-1
99	Cc1ccc(CN2CCN(Cc3ccccc3[N+](=O)[O-])CC2)cc1	-18	0.8	0.0	59*
